Compound activity (PubChem BioAssay)
Growth percent in the NCI-60 one-dose screen (48 h, 10 µM unless noted): 100 = growth as untreated, 0 = no growth, -100 = all killed.
SF-295: SF-295 CNS cancer cells | 79,000 compounds, 5.6% hits | AID 1794758
KM12: KM12 colon cancer cells | 82,000 compounds, 5% hits | AID 1794800
SNB-75: SNB-75 CNS cancer; 79,000 compounds, 5% hits; AID 1794750
SF-539: SF-539 CNS cancer; 81,000 compounds, 6.8% hits; AID 1794752
U251: U251 CNS tumor cells | 80,000 compounds, 5.4% hits | AID 1794753
HCC-2998: HCC-2998 colon cancer | 79,000 compounds, 4.7% hits | AID 1794799
SNB-19: SNB-19 CNS cancer cells | 81,000 compounds, 2.5% hits | AID 1794751
SF-268: SF-268 CNS cancer cells. 82,000 compounds, 3.1% hits. AID 1794759
HCT-116: HCT-116 colon cancer; 82,000 compounds, 7.3% hits
Starred values were filed as active, the others as inactive; · = not tested or not shown. How the source made its calls: active means growth percent below 10; inactive means the rest. An unsorted share of the library (roughly 11% active in at least one column).

entry	SMILES	SF-295	KM12	SNB-75	SF-539	U251	HCC-2998	SNB-19	SF-268	HCT-116
1	CCOC(=O)N1C=Cc2ccccc2C1C#N (centres undefined)	99	93	87	105	99	104	115	98	112
2	NS(=O)(=O)Oc1ccc(NC(=O)C2CCCCC2)cc1	98	95	99	95	91	95	97	89	96
3	COc1cc2c3c(c(=O)oc2cc1OS(C)(=O)=O)CCCCC3	97	98	94	91	100	92	103	95	96
4	Clc1ccc(C2=Nn3c(nnc3-c3ccccc3)SC2)cc1	94	103	82	68	93	106	75	89	98
5	O=C(NCc1ccccc1O)c1cccc2ccccc12	87	85	66	64	82	90	69	88	69
6	CC(C)Cc1c[nH]c(=O)[nH]c1=O	105	92	117	124	97	100	96	92	111
7	CN(C)CCOc1ccc(-c2nc3sccn3c2-c2ccnc(S(C)(=O)=O)n2)cc1	103	113	89	102	95	111	99	117	98
8	COC(=O)c1cc(O)cc(O)c1	104	116	82	115	122	101	113	117	106
9	COc1ccc(-c2cn(-c3cc(OC)c(OC)c(OC)c3)c(=O)n2C(C)=O)cc1	79	93	88	97	98	84	93	107	85
10	CCCCC#Cc1c(I)n(C)c(=O)[nH]c1=O	92	108	83	67	2.7*	-26*	100	26	-41*

Entries above containing an NH in an aromatic ring, in the order listed:
entry	SMILES	SF-295	KM12	SNB-75	SF-539	U251	HCC-2998	SNB-19	SF-268	HCT-116
6	CC(C)Cc1c[nH]c(=O)[nH]c1=O	105	92	117	124	97	100	96	92	111
10	CCCCC#Cc1c(I)n(C)c(=O)[nH]c1=O	92	108	83	67	2.7*	-26*	100	26	-41*

Continuation:
entry	SMILES	SF-295	KM12	SNB-75	SF-539	U251	HCC-2998	SNB-19	SF-268	HCT-116
11	CC[C@H](C)[C@@H]1NC(=O)[C@H](C)NC(=O)[C@@H](Cc2ccc(O)cc2)NC(=O)CSC[C@@H](C(N)=O)NC(=O)[C@H](CC(C)C)NC(=O)[C@H](CC(C)C)NC(=O)[C@H]([C@@H](C)O)NC(=O)[C@H]([C@@H](C)O)NC(=O)[C@H](CCCCN)NC(=O)CNC(=O)[C@H](CCCN=C(N)N)NC(=O)[C@H](Cc2ccc(O)cc2)NC(=O)[C@H](CO)NC1=O	118	105	95	98	110	118	99	110	104
12	S=C1CCC2C(=S)N3C(=S)CCC3C(=S)N12 (centres undefined)	105	106	80	97	102	110	99	98	106
13	O=C(NNc1ccc(-c2ccccc2)nn1)c1ccc(F)cc1	95	102	80	93	95	102	86	89	103
14	CCOC(=O)c1c[nH]c2ccc(CC)cc2c1=O	·	102	87	106	95	114	103	104	76
15	O=C1C=C/C(=C(\c2ccc(O)c(S(=O)(=O)O)c2)c2ccccc2C(=O)O)C=C1S(=O)(=O)O	108	93	95	108	108	108	113	98	105
16	Nc1nn(C(=O)c2ccc[nH]c2=O)cc1-c1ccc(Cl)cc1	81	103	65	91	93	92	95	107	95
17	CC(C)CCCC(C)NC(C)C (centres undefined)	99	102	102	95	92	106	100	109	104
18	Cc1cc2nc(C)c(=O)[nH]c2cc1C	108	105	101	82	92	99	107	98	108
19	CCN(CC)CCOc1ccc(/C(=C(\C)c2ccc(OC)c(F)c2)c2ccc(Cl)cc2)cc1	62	19	95	25	67	79	92	87	46
20	Nc1nc(Nc2cccnc2)nn1Cc1cccc(Br)c1	94	36	92	94	85	102	86	94	93

entry	SMILES	SF-295	KM12	SNB-75	SF-539	U251	HCC-2998	SNB-19	SF-268	HCT-116
21	Nc1ccc2c(c1)N=[N+]([O-])c1cc(N)ccc1C2	93	101	94	99	101	108	·	104	106
22	OCCCN1CCCCC1CO (centres undefined)	100	98	·	·	101	109	95	100	126
23	O=C1Nc2ccccc2/C1=N/N=C/c1coc2ccc(F)cc2c1=O	99	106	80	99	95	119	95	87	92
24	CC(C)N1CCN(S(=O)(=O)c2ccccc2)c2ccccc21	96	94	111	101	104	93	105	99	101
25	Cc1c(C)n(CC(O)CNC2CCCCC2C)c2ccccc12 (centres undefined)	-46*	-78*	-39*	-87*	-52*	·	62	-42*	-82*
26	COc1cccc(/C(N)=N/C(N)=N/c2nc3ccccc3s2)c1	77	82	91	98	80	108	92	100	80
27	CC(Cc1ccccc1)NNC(=O)CC#N (centres undefined)	98	100	98	97	91	98	102	97	95
28	O=C1CCC2(CCC(=O)O2)O1	·	107	87	99	98	110	104	103	105
29	CN1CCN(S(=O)(=O)c2ccc(NC(=O)C(Cl)Cl)cc2)CC1	95	103	94	101	102	114	95	105	101
30	Oc1c(Cl)cccc1C1CCCCC1	100	102	88	99	103	90	97	107	109

entry	SMILES	SF-295	KM12	SNB-75	SF-539	U251	HCC-2998	SNB-19	SF-268	HCT-116
31	COc1ccc(CCN2C(=O)/C(=C/c3csc(C#N)n3)SC2=S)cc1	78	-61*	53	-17*	21	-33*	72	33	-63*
32	O=C(O)COc1cccc(C(=O)/C=C/c2ccc(Cl)cc2)c1	104	101	115	100	100	111	100	112	98
33	Cc1cc(S(=O)(=O)O)ccc1N	99	107	74	100	98	96	96	110	95
34	Cc1c2c(c(C)c3c1oc1ccc(O)cc13)C(=O)N(CCN1CCCCC1)C2=O	103	99	119	98	97	107	93	94	91
35	O=C(Nc1cc(C(F)(F)F)cc(C(F)(F)F)c1)Nc1ccc(Cl)cc1C(=O)O	102	98	72	99	106	106	95	95	92
36	CC1=NCCO1	124	106	96	96	95	·	109	100	99
37	Nc1nc(/C(=C/CC(=O)O)C(=O)N[C@@H]2C(=O)N3C(C(=O)O)=CCS[C@H]23)cs1	109	103	100	107	93	97	129	111	108
38	CC1(c2ccccc2)NC(=O)NC1=O (centres undefined)	119	112	·	117	113	102	103	106	111
39	CCn1cc(CNc2ccc(C(=O)Nc3ccc4ccccc4c3)cc2)c(C)n1	64	56	72	83	84	81	78	76	41
40	CCCCCCCC/C=C\CCCCCCCC(=O)Oc1cccc2cccnc12	·	104	149	102	91	106	103	91	32

entry	SMILES	SF-295	KM12	SNB-75	SF-539	U251	HCC-2998	SNB-19	SF-268	HCT-116
41	CCc1c(C)c2ccc(O)c(NC(=O)Nc3ccccc3)c2oc1=O	95	102	87	103	96	96	103	99	104
42	CC(C)(C)c1cc(O)cc(C(=O)O)c1O	111	106	118	106	99	107	108	99	105
43	C(=C(\C1=NCCN1)n1ccc2ccccc21)/c1ccccc1	99	99	81	99	95	103	100	92	94
44	COC(=O)[C@H](Cc1ccc(O)cc1)NC(=O)[C@@H](OC)[C@@H]1Cc2cc3cc(OC4CC(OC5CC(O)C(O)C(C)O5)C(O)C(C)O4)c(C)c(O)c3c(O)c2C(=O)[C@H]1OC1CC(OC2CC(OC3CC(C)(O)C(O)C(C)O3)C(O)C(C)O2)C(O)C(C)O1 (some centres undefined)	7.1*	5.7*	-52*	-27*	7.2*	-67*	8.7*	21	4.1*
45	COC(=O)[C@]12CCC(C)(C)C[C@H]1[C@H]1C(=O)C[C@@H]3[C@@]4(C)CC[C@H](O)C(C)(C)[C@@H]4CC[C@@]3(C)[C@]1(C)CC2	87	93	84	87	89	105	97	90	74
46	Cc1ccc(O)c(C=O)c1	112	107	104	108	105	130	92	115	89
47	COC(=O)c1cc2oc(/C=N/NC(=O)c3cc4oc5ccccc5c4[nH]3)cc2n1C	89	115	153	87	90	99	105	96	95
48	C1CCCCCc2c(-c3n[nH]c4c3CCCCCCCCCC4)n[nH]c2CCCC1	103	111	95	99	105	120	106	107	108
49	C=CCn1c(SCC(=O)Nc2ccc(C(=O)/C=C/c3ccc(Cl)cc3)cc2)nnc1-c1ccc(OC)c(OC)c1	·	93	80	93	87	94	85	80	42
50	CC1CCCCN1CCCNC(=O)N/C(N)=N/c1nc2ccccc2s1 (centres undefined)	15	48	4.1*	-61*	41	47	61	50	17

entry	SMILES	SF-295	KM12	SNB-75	SF-539	U251	HCC-2998	SNB-19	SF-268	HCT-116
51	C=CC(O)CN(C)C (centres undefined)	92	114	90	98	·	101	96	109	101
52	CCCCOCCOCCOC(=O)Cc1ccc(OC)c(OC)c1	107	100	99	103	96	104	98	94	106
53	C=C1SC(=Nc2ccccc2Cl)N(C(=O)c2sc3ccccc3c2Cl)C12CCCCC2	166	53	79	94	60	77	67	98	57
54	COC1C/C(=N\OC(C)=O)C2OC(c3ccccc3)OCC2O1 (centres undefined)	99	110	96	110	96	117	100	106	99
55	COC(=O)c1[nH]nc(OC)c1C1(C(C#N)c2nc3ccccc3s2)CCCc2ccccc21 (centres undefined)	97	97	86	106	96	102	97	101	104
56	FC(F)(F)c1ccc2c(c1)Sc1ccccc1N2	97	95	89	98	91	102	96	93	100
57	CCCn1nc(C(=O)N2CCCCC2)c2c1CCC(N(C)Cc1ccc(F)cc1)C2 (centres undefined)	113	106	95	103	102	105	97	103	106
58	COc1cccc(C(=O)Nc2cccc(-c3cc(=O)c4ccccc4o3)c2)c1	82	79	61	59	62	98	23	26	77
59	Cc1ccc(C(=O)c2ccc(CCc3ccc(C(=O)c4ccc(C)cc4)cc3)cc2)cc1	96	85	102	99	94	89	96	92	82
60	O=C1c2c(O)ccc(Cl)c2C(=O)c2c(O)ccc(Cl)c21	114	135	80	94	104	111	103	101	104

Continued; the last 3 above are carried over.
entry	SMILES	SF-295	KM12	SNB-75	SF-539	U251	HCC-2998	SNB-19	SF-268	HCT-116
58	COc1cccc(C(=O)Nc2cccc(-c3cc(=O)c4ccccc4o3)c2)c1	82	79	61	59	62	98	23	26	77
59	Cc1ccc(C(=O)c2ccc(CCc3ccc(C(=O)c4ccc(C)cc4)cc3)cc2)cc1	96	85	102	99	94	89	96	92	82
60	O=C1c2c(O)ccc(Cl)c2C(=O)c2c(O)ccc(Cl)c21	114	135	80	94	104	111	103	101	104
61	COC1CCN(Cc2ccc3c(NNC(=O)c4cnccn4)nc4cc(F)ccc4n23)C1 (centres undefined)	21	23	66	4.3*	13	60	36	36	4.5*
62	COc1ccc(CCNCCCOc2cc3c(Nc4ccc(S(=O)(=O)Nc5nccs5)cc4)ncnc3cc2OC)cc1OC	105	108	102	101	102	109	108	98	106
63	CC(=O)OC12C=C(C)C(C3C(=O)OC(=O)C31)C(C)(C)C2 (centres undefined)	113	101	87	97	110	99	105	105	102
64	COc1cc(-n2cc(COc3ncnc4sc5c(c34)CCCC5)nn2)cc(OC)c1OC	85	93	57	77	87	101	90	75	85
65	Cc1ccc(CCCO)cc1	104	103	97	104	95	97	106	102	116
66	Nc1nc(N)c2c(n1)NC(c1ccc3c(c1)OCO3)CC(c1ccc(Cl)cc1)=N2 (centres undefined)	109	105	93	99	96	42	118	98	93
67	Nc1c(C(=O)N/N=C/c2cccc(OCc3ccccc3)c2)cnn1CC(O)c1ccccc1 (centres undefined)	78	52	103	87	85	95	88	82	77
68	O=C1CC(=O)N(CCc2ccccn2)C(=O)N1CCc1ccccn1	101	102	78	99	100	90	110	104	88
69	Cc1nc2n(c1C(=O)N(C(=O)c1c(C)nc3n1CCS3(=O)=O)c1ccccn1)CCS2(=O)=O	95	112	110	99	101	133	103	108	102
70	O=C(N/N=C\c1ccc(-c2ccc(Br)cc2)o1)c1cc2oc(-c3cccc(C(F)(F)F)c3)cc2[nH]1	·	74	72	98	84	86	98	88	·

entry	SMILES	SF-295	KM12	SNB-75	SF-539	U251	HCC-2998	SNB-19	SF-268	HCT-116
71	Nc1ncn([C@@H]2O[C@H](CO)[C@@H](O)C2(F)F)c(=O)n1	78	61	65	22	·	60	59	65	30
72	O=C(CBr)Nc1ccc(C(=O)O)c(O)c1	98	106	86	99	97	101	103	103	98
73	CC(=C(c1ccc(OCCCN(C)C)cc1)c1ccc(OCCCN(C)C)cc1)c1ccc(Cl)cc1	95	84	76	82	92	82	93	92	65
74	C[C@@]1([N+](=O)[O-])CC2C=CC1C2 (some centres undefined)	93	102	93	99	98	125	103	100	94
